mlh1 rad18 = NCI yeast anticancer drug screen, S. cerevisiae mlh1 rad18 strain. 11% of 79,000 active. AID 175. % growth inhibition at 50 µM;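 note: 0% = growth of vehicle-only cultures of the same strain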
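Read-out is yeast growth inhibition, calculated against vehicle-only controls. The compound was applied to a strain engineered with DNA damage repair alterations.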
yeast mec2-1 = NCI yeast anticancer drug screen, S. cerevisiae mec2-1 strain. AID 157. growth inhibition, % at 50 µM. 9% of 79,000 active;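 note: 0% = growth of vehicle-only cultures of the same strain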
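Readout is yeast growth inhibition, normalised to vehicle-treated controls, in the mec2-1 strain exposed to compound.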
yeast cln2 rad14 = NCI yeast anticancer drug screen, S. cerevisiae cln2 rad14 strain. % growth inhibition at 50 µM. 8.3% of 78,000 active. AID 165;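 note: 0% = growth of vehicle-only cultures of the same strain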
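Strain: cln2 rad14 yeast, altered in cell cycle control and DNA damage repair. Read-out: growth inhibition vs vehicle.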
sgs1 mgt1 = NCI yeast anticancer drug screen, S. cerevisiae sgs1 mgt1 strain. % growth inhibition at 50 µM. 10% of 78,000 active;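 note: 0% = growth of vehicle-only cultures of the same strain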
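Read-out: growth inhibition vs vehicle controls. Cells: mutant yeast strain deficient in DNA damage repair.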
yeast bub3 = NCI yeast anticancer drug screen, S. cerevisiae bub3 mutant strain. AID 167. 9.9% of 78,000 active. % growth inhibition at 50 µM;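 note: 0% = growth of vehicle-only cultures of the same strain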
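Yeast carrying a defined mutation is treated with each compound, and growth is compared with that of vehicle-exposed cells to give inhibition.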
yeast rad50 = NCI yeast anticancer drug screen, S. cerevisiae rad50 strain; % growth inhibition at 50 µM; 10% of 79,000 active; AID 155;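 note: 0% = growth of vehicle-only cultures of the same strain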
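Genetically altered yeast (DNA repair pathway); compound treatment; growth inhibition vs vehicle ctrl.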
The depositor's hits bear a star; & = joins results of further samples; ! = not confirmed by another sample. Cut-off read from the data, not from the text of the source: active = growth inhibition above about 70%; inactive = the rest. Rows were taken by chance (roughly 14% active in at least one column).

no.	Compound	mlh1 rad18	yeast mec2-1	yeast cln2 rad14	sgs1 mgt1	yeast bub3	yeast rad50
1	COC(=O)C1=CCC[C@H]2C1(C)CCC(C)C21CC(c2ccoc2)OC1=O (some centres not stated)	76*	56	29	72*	67	50
2	Nc1cccc2c(O)cccc12	50	9	44	21	9	22
3	COC(=O)c1c(C(=O)OC)c(Nc2ccccc2)c2ccccc2c1O	10	2	43	13	10	0
4	ClCC1COc2ccccc2O1 (configuration not stated)	-8&-7	-26&11	-8&-17	-13&-12	5&11	14&-4
5	O=C(OCc1ccccc1)C1CCN1C(c1ccccc1)c1ccccc1 (configuration not stated)	-8	14	-26	6	11	8
6	CC(C(=O)NN)C1(O)CCCCC1 (configuration not stated)	-16	0	-21	-6	8	-9
7	CCOC(=O)c1cc2nc(NC(=O)c3ccccc3)sc2n1C	17	8	10	7	6	5
8	CCOC(=O)NN(C(=O)OCC)C(=C(C1=CCCCC1)N1CCOCC1)N(NC(=O)OCC)C(=O)OCC	-6	4	2	3	-5	-14
9	Clc1ccc(C2ON=C(c3ccccc3)N2C23CC4CC(CC(C4)C2)C3)c(Cl)c1 (configuration not stated)	-22	-26	-49	-12	-21	-19
10	COc1ccc2[nH]c(=O)c(COC(C)=O)c(COC(C)=O)c2c1	5	-3	-35	-3	13	-3
11	CSc1ccc(OC(=O)Nc2cc(Cl)ccc2C)cc1	6	15	-1	26	38	4
12	O=C(NNc1ccccc1)C(CCCCNS(=O)(=O)Cc1ccccc1)NS(=O)(=O)Cc1ccccc1 (configuration not stated)	75*	26	15	51	54	51
13	Cc1ccc(C)c(NC(=O)CCC(=O)C(C)C(=O)c2ccccc2)c1 (configuration not stated)	23	10	-13	18	5	3
14	CC1CCCC(C(c2c[nH]c3ccccc23)c2c[nH]c3ccccc23)C1=O (configuration not stated)	97*	59	76*	80*	46	97*
15	C/C(=N\NC(=S)N1CCCCCC1)c1nccs1	2	0	-18	-2	-7	4
16	O=C(/C=C\c1cccc2ccccc12)c1cccc2ccccc12	34	13	-5	1	23	36
17	CCC1CCCCCC1=O (configuration not stated)	-21	-27	-25	-19	-30	-34
18	N=C(N)SCc1cccc(-c2nc3ccccc3c(=O)o2)c1	17	17	6	8	21	22
19	COC1CCC(/C(C#N)=C/C2CCC(OC)C(OC)C2)CC1 (configuration not stated)	63	67	-9	78*	69	77*
20	Nc1ccn(CCC(COCc2ccccc2)COCc2ccccc2)c(=O)n1	6	-13	-6	1	-5	36
21	O=C(NCCCBr)c1csc(-c2csc(CCNC(=O)C(F)(F)F)n2)n1	11	-1	-12	-8	-1	4
22	CC(C)(C)C(=O)NC(OC(NC(=O)C(C)(C)C)C(=O)C(C)(C)C)C(=O)C(C)(C)C (configuration not stated)	21	6	-1	-21	0	4
23	Cc1ccccc1-c1nc2c3ccccc3c3ccccc3c2[nH]1	32	26	14	24	36	21
24	Nc1nc(-c2ccccc2)c(N=Nc2cccc([N+](=O)[O-])c2)s1	-12	7	-26	-2	-11	-4
25	C=C1C(=O)O[C@@H]2C[C@@]3(C)CC(=O)C=C(C)[C@@H]3C[C@H]12	-16	-7	25	-7	16	13
26	COc1cc([N+](=O)[O-])c(OC)c2c(Nc3ccc(S(=O)(=O)O)c4cc(S(=O)(=O)O)cc(S(=O)(=O)O)c34)cc(C)nc12	22	19	15	4	7	15
27	CCC(CS(=O)(=O)O)[N+](=O)[O-] (configuration not stated)	-1&29	-23&-20	26&7	-17&38	-36&5	-19&15
28	CCc1n[nH]c(=O)n1/N=C/c1ccccc1O	25	4	3	-6	0	-9
29	CCCCCCCCCI	44	8	-37	2	20	16
30	Clc1ccc(CN2COc3c(cc(Cl)c4cccnc34)C2)cc1Cl	48	97*	44	71*	-5	95*

Compounds 25–30, quoted:
no.	Compound	mlh1 rad18	yeast mec2-1	yeast cln2 rad14	sgs1 mgt1	yeast bub3	yeast rad50
25	C=C1C(=O)O[C@@H]2C[C@@]3(C)CC(=O)C=C(C)[C@@H]3C[C@H]12	-16	-7	25	-7	16	13
26	COc1cc([N+](=O)[O-])c(OC)c2c(Nc3ccc(S(=O)(=O)O)c4cc(S(=O)(=O)O)cc(S(=O)(=O)O)c34)cc(C)nc12	22	19	15	4	7	15
27	CCC(CS(=O)(=O)O)[N+](=O)[O-] (configuration not stated)	-1&29	-23&-20	26&7	-17&38	-36&5	-19&15
28	CCc1n[nH]c(=O)n1/N=C/c1ccccc1O	25	4	3	-6	0	-9
29	CCCCCCCCCI	44	8	-37	2	20	16
30	Clc1ccc(CN2COc3c(cc(Cl)c4cccnc34)C2)cc1Cl	48	97*	44	71*	-5	95*

Next compounds follow:
no.	Compound	mlh1 rad18	yeast mec2-1	yeast cln2 rad14	sgs1 mgt1	yeast bub3	yeast rad50
31	O=C(/C(=C/c1ccccc1)CBr)c1ccccc1	91*	80*!	68&41	74*!	84*!	79*!
32	CCCCCCC(C)O (configuration not stated)	-14	3	7	-28	-26	-35
33	CCCCCCCCCCCCCCCCCO	78*	63	-16	50	75*	71*
34	O/N=C(/C=N/O)SCCSC(/C=N/O)=N/O	26	16	18	15	10	20
35	O=C(c1ccccc1)c1cc(Cl)ccc1NCn1nnc2ccccc21	-30	-22	-22	-41	-49	-48
36	C#CCNC(=O)NCCCCC(NC(C)=O)C(=O)NCc1ccccc1 (configuration not stated)	-16	-11	0	-4	-13	32
37	CC(=O)Oc1ccc2c(c1)c1c(=O)oc(C)nc1n2Cc1ccccc1	-37	-44	-41	-75	-5	-29
38	CC1=CN2C(c3cccc([N+](=O)[O-])c3)=NON(c3ccc(C)cn3)C2C=C1 (configuration not stated)	41	15	5	9	-4	6
39	CC(=O)N(CCN(C)C)Cc1ccccc1	15	-29	8	-1	-8	10
40	CC(C)C(=O)C(C)(C)CCc1ccccn1	-8	-25	-16	-29	-12	-23
41	O=C(CSc1nnc(CSc2ccc(Cl)cc2)n1-c1ccccc1)NC(=O)Nc1ccccc1	30	4	43	-8	-6	-17
42	O=C(/C(=N/Nc1cn[nH]c(=O)c1Cl)c1ccccc1)c1ccccc1	-6	-12	-48	-8	4	10
43	O=C(O)C(Cc1cc(I)c(O)c(I)c1)c1ccccc1 (configuration not stated)	57	19	33	17	22	60
44	CC(=O)Oc1cc(OC(C)=O)c2c(c1)OC(c1ccc(OC(C)=O)c(OC(C)=O)c1)CC2=O (configuration not stated)	28	4	4	18	4	21
45	Cc1cc(N(CCC#N)CCC#N)ccc1N=Nc1ccc(S(N)(=O)=O)cc1	1	-9	4	-12	1	-40
46	O=C(OCc1ccccc1)c1ccccc1Cl	83*	14	-19	40	31	50
47	CC(=O)/C(=C\c1ccc(C(F)(F)F)cc1)C(=O)CCN(C)C	26	0	20	52	3	43
48	CC(=O)Nc1ccc(S(=O)(=O)Nc2ccccc2[N+](=O)[O-])cc1	27	6	13	42	41	16
49	CN(C)CCN1C(=O)c2c(c3cccn3c3c2cnn3-c2ccccc2)C1=O	33	12	-43	34	5	37
50	O=C1NC(=O)C23C(=O)NC(=O)C12C1C=CC3CC1 (configuration not stated)	-34	-60	-4	-28	-13	-30
51	O=C1C=CC(=O)N1c1ccc(I)cc1Cl	22	18	24	44	32	30
52	CC(=O)Oc1cc(C)c2c(c1C)C1OC(=O)C(C)C1CC2 (configuration not stated)	17	-13	16	19	5	13
53	COc1ccc(C2S/C(=C\c3ccc(OC)cc3OC)C(=O)N2NC(=O)Cc2ccccc2)cc1 (configuration not stated)	5	-51	-60	2	-14	-4
54	CCNc1ccc2c(c1)C(=O)c1ccccc1-2	0	8	4	17	-4	29
55	O=c1oc2cc(O)ccc2c2oc3cc(O)ccc3c12	9	-19	12	-2	1	10
56	COc1ccc2c(c1)c(CC(=O)O)c(C)n2Cc1ccccc1	-8	-16	-15	-14	17	-14
57	CNc1nc(SC)nc2nc(C)[nH]c12	9	-17	-15	-5	-15	14
58	CCCCCC/C=C/C(N)=O	8	6	12	-8	-20	6
59	CCc1c(C)c2cc(N)ccc2[nH]c1=O	6	24	-24	-4	-10	-8
60	CCOc1cc2c(cc1O)C=C[C@@H]1[C@@H]2CC[C@]2(C)[C@@H](O)CC[C@@H]12	26	2	27	54	19	34
61	CC(C(=O)N1C(=O)N(C(=O)C(C)C(O)c2ccccc2)C(c2ccccc2)C1c1ccccc1)C(O)c1ccccc1 (configuration not stated)	91*	92*	90*	92*	88*	89*
62	COc1ccc(C2=C(N)c3c(Cl)cccc3C2=O)cc1	-58	3	15	30	22	6
63	Cc1cc(=O)n(Cc2ccco2)c(=S)[nH]1	-9	-25	1	15	-1	25
64	Cc1cc(C)c(S(=O)(=O)c2ccc(Cl)cc2)c(C)c1	35	48	-10	77*	81*	62
65	O=Nc1ccc(O)c(=O)cc1	24	24	15	45	45	33
66	CC(C)c1ncc(-c2ccccc2)cc1-c1ccccc1	96*	98*	79*	98*	98*	96*
67	N#CCCN(CCC#N)c1ccc(/C=C(\NC(=O)c2cc([N+](=O)[O-])ccc2Cl)C(=O)Nc2ccccc2)cc1	-10	13	42	-16	14	-9
68	CC(=O)OC1C(C2COCO2)OCOC1C1COCO1 (configuration not stated)	-18	-7	-17	4	-7	-3
69	CC(C)=NOCCC#N	-14	0	-17	-5	8	22
70	CCCCCC(C)NCC(=O)Nc1ccccc1C (configuration not stated)	-4	-5	-53	-7	31	-4
71	CC(=O)N(CN1C(=O)CCC1C(=O)O)c1ccccc1Cl (configuration not stated)	-41	14	-4	-14	-4	10
72	CCOC(=O)CCCC(=O)c1ccc(OC)c(OC)c1	-6	11	1	-26	14	-5
73	Cc1[nH]c(C)c2c(=O)ccsc12	-2	19	-2	9	8	-14
74	CC(=O)OCCOC(C)=O	1	4	20	-5	21	15
75	N#Cc1c(-c2ccc(Cl)cc2)[nH]c(=O)n(C2OC(CO)C(O)C(O)C2O)c1=O (configuration not stated)	-71	3	18	-7	8	12
76	CCOC(=O)C(NC(=O)CC)(Nc1ccc(F)cc1F)C(F)(F)F (configuration not stated)	-13	-19	-7	-23	-14	-37
77	COc1ccc(CC2Cc3ccccc3CC(=O)N2)cc1OC (configuration not stated)	-38	-54	4	-4	26	37
78	O=P(Nc1ccc(Cl)c(Cl)c1)(N1CCCCC1)N1CCCCC1	15	-48	-13	-12	2	4
79	O=S(=O)(O)C(O)Cc1cccc2ccccc12 (configuration not stated)	0	-8	-40	1	-18	2
80	CC(C)(C)CC(C)(C)c1ccc(OCCOc2ccc(C(=O)Nc3ccc(NC(=O)c4ccc5ccccc5c4O)cc3)cc2)cc1	19	8	-6	-12	-4	-1
81	O=C1OC2C(O1)C1(c3ccccc3)OC2(c2ccccc2)c2ccccc21 (configuration not stated)	45	19	-57	14	5	-6
82	COCC(Cl)/C(N)=N\S(=O)(=O)c1c(C)cc(Cl)cc1Cl (configuration not stated)	34	18	38	43	45	41
83	O=C(c1ccccc1)C(Br)[N+](=O)[O-] (configuration not stated)	100*	100*	100*	100*	100*	100*
84	NC1=CN(CCCO)C2=N/C(=C\c3ccccc3)C(=O)N12	13	-4	9	26	-3	14
85	Oc1cccc(N2CCN(c3cccc(O)c3)CC2)c1	-15	-27	9	4	6	2
86	COc1ccc(-c2c(C#N)c(N)n(C3OCC(O)C(O)C3O)c(=S)c2C#N)cc1 (configuration not stated)	3	-6	-38	-15	-2	-34
87	NCC1CCNCC1	-4	-9	16	-15	4	-17
88	O=C1CCC(N2C(=O)C3C4CCC(O4)C3C2=O)C(=O)O1 (configuration not stated)	8	3	14	14	14	13
89	COc1nc2c(c(=O)n1C)N(C(C)=O)C1C(N2)OCC(OC(C)=O)C1OC(C)=O (configuration not stated)	-32	9	5	-3	-8	-13
90	CN(C)C(=O)c1ccc(SC(=S)NCc2ccccc2)cc1	99*	97*	96*	98*	81*	99*

Additional structures:
no.	Compound	mlh1 rad18	yeast mec2-1	yeast cln2 rad14	sgs1 mgt1	yeast bub3	yeast rad50
91	COc1ccc(S(=O)(=O)O)cc1N	-4	-16	-5	-14	-12	-21
92	O=c1c2ccc(Cl)cc2nc2nc(-c3ccccc3)c3cc(Cl)ccc3n12	46	31	23	37	6	58
93	NC(=O)c1cc(Cl)ccc1O	12	12	3	18	-4	14
94	O=C(Nc1cc(Cl)c(Cl)cc1Cl)OCc1ccc2c(c1)OCO2	-15	-32	6	-14	-25	-12
95	Oc1ccccc1/C=N/c1nc(-c2ccccc2)cs1.[Co].[O-]c1ccccc1/C=N/c1nc(-c2ccccc2)cs1	21	6	22	10	5	19
96	Cc1cccc(N=C/C=C/c2ccccc2)c1C	-6	-6	-51	-21	-5	1

Profiles from above. Screens in order: mlh1 rad18	yeast mec2-1	yeast cln2 rad14	sgs1 mgt1	yeast bub3	yeast rad50
`COc1ccc(S(=O)(=O)O)cc1N` is entered as -4	-16	-5	-14	-12	-21
`Cc1cccc(N=C/C=C/c2ccccc2)c1C` is entered as -6	-6	-51	-21	-5	1
`O=c1c2ccc(Cl)cc2nc2nc(-c3ccccc3)c3cc(Cl)ccc3n12` is entered as 46	31	23	37	6	58
